High-throughput results as filed in PubChem BioAssay.
KB-3-1 cytotox: kills parental KB-3-1 adenocarcinoma cells; KB-3-1 viability, CellTiter-Glo ATP luminescence, 72 h; Potency, µM (top dose mostly 46.1 µM), for inactives: at the highest dose activity change, negative = cytotoxic, hits mostly cytotoxic; 400,000 compounds, 1.4% hits; AID 1347075; note: potency is the fitted concentration of half-maximal effect; % is set by controls: 0 for no effect and ±100 for the full control effect; nearly all actives have a fitted effect of over 60% in size
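Luminescent ATP read-out (CellTiter-Glo) measures survival of drug-naive KB-3-1 cells after 72 h compound exposure at 37 °C. Titration series was screened from lowest to highest concentration, with DMSO vehicle plates as background controls.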
ATXN viability: cell viability loss in ATXN counter-screen; Potency, µM (doses to about 56.7 µM), most hits filed as cytotoxic; S2 cells (HEK-293 line with an ATXN2-luciferase reporter) viability, CellTiter-Fluor protease fluorescence, 24 h; 400,000 compounds, 0.49% hits; note: potency is the fitted concentration of half-maximal effect; nearly all actives have a fitted effect of over 40% in size
HepG2 viability: kills HepG2 cells in TGF-b inhibitor counter-screen | 410,000 compounds, 0.76% hits | HepG2 CAGA-GFP viability, ATP luminescence, 18 h | AID 588856 | Potency, µM (titrated, usually from 46.1 µM), without a hit: at the top dose activity change, negative = cytotoxicity, usual class: cytotoxic; note: potency is the fitted concentration of half-maximal effect; some results filed as inactive show a strong effect at the top dose
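CellTiter-Glo luminescence gave cytotoxicity after 18 hours at 37 degrees C. The cells were HepG2 CAGA-GFP in 1% FBS DMEM, stimulated with 500 pg/mL TGF-beta after compound addition. %Activity was normalised to no-cell wells (complete cell-killing) and DMSO (no toxicity), and curves were fitted and classified.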
MCF10A rerep: inducers of DNA re-replication in MCF 10A breast cells; 350,000 compounds, 2.9% hits; Potency, µM (series often up to 46.1 µM), without a hit: at the top dose activity, positive = re-replication, hits mostly activators; AID 624296; MCF 10A DNA re-replication, Hoechst nuclear intensity, 48 h; note: potency is the fitted concentration of half-maximal effect; % of control where 0% means no effect; nearly all actives have a fitted effect of over 50% in size
HT1080NT lethal: kills 2HG-producing HT-1080-NT fibrosarcoma cells | HT-1080-NT fibrosarcoma viability, CellTiter-Glo ATP luminescence, 48 h | Potency, µM (doses to about 46.1 µM), inactives show at the highest dose activity, negative = less viability, most hits filed as cytotoxic | 360,000 compounds, 1.6% hits;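 note: NT is the 2HG producing partner of a matched IDH1 knockdown line; potency is the fitted concentration of half-maximal effect; 0% = DMSO-treated cells and -100% = media-only wells without cells; nearly all actives have a fitted effect of over 55% in size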
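Compounds were tested in concentration-response format on HT-1080-NT cells for 48 hours at 37 degrees C. Cell viability came from CellTiter-Glo luminescence; curves were classified by r2, response magnitude and activity.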
SW480 rereplic: induces DNA re-replication in SW480 colon adenocarcinoma cells; Potency, µM (series often up to 46.1 µM), without a hit: top-dose re-replication activation, usual class: activators; SW480 DNA re-replication, Hoechst DNA content imaging, 48 h; 340,000 compounds, 1.8% hits; AID 624297; note: potency is the fitted concentration of half-maximal effect; % of control where 0% means no effect; nearly all actives have a fitted effect of over 55% in size
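Cells (250 per well) received 23 nL compound or DMSO by pin tool and were kept 48 hr at 37 C, 5% CO2. Nuclei were then stained with Hoechst for 40 min and scanned for DNA content.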
ATXN2 expr inh: reduces ATXN2 reporter expression in HEK-293 cells; HEK-293 ATXN2-luciferase reporter, luminescence, 24 h; 360,000 compounds, 0.72% hits; Potency, µM (highest dose often 57 µM), inactives show at the top dose activity change, negative = inhibition, most hits filed as inhibitors; note: potency is the fitted concentration of half-maximal effect; % is set by controls: 0 for no effect and ±100 for the full control effect; nearly all actives have a fitted effect of over 55% in size
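ATXN2-luciferase reporter cells (luciferase flanked by upstream and downstream ATXN2 gene portions) were treated 24 h at 37 °C with compounds at up to 57 uM. SteadyGlo luminescence gave expression; GF-AFC fluorescence gave viability.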
HT1080 IDH1KD tx: toxicity to HT-1080 IDH1 knockdown cells (counter line); HT-1080 IDH1 knockdown viability, ATP luminescence, 48 h; Potency, µM (series often up to 46.1 µM), for the others: at the top dose activity, negative = toxicity, most hits filed as cytotoxic; 360,000 compounds, 2% hits;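 note: potency is the fitted concentration of half-maximal effect; 0% = DMSO wells and -100% = cell-free medium wells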
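HT-1080-IDH1KD cells (IDH1 knocked down), 750/well in RPMI with 5% FBS, treated with compound 48 h at 37 degrees C. Viability by CellTiter-Glo luminescence, normalised to DMSO and no-cell wells; concentration-response curves classed.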
IL1B secr inh: inhibitors of inflammasome signaling (IL-1 beta secretion); AID 743279; activity change, % at 57.5 µM; THP-1 LPS/ATP IL-1B secretion, AlphaLISA, 16 h; hits give low values; 360,000 compounds, 4.7% hits; in the data active = activity change below about -50%; inconclusive = mostly about -30% to -49%; note: % is set by controls: 0 for no effect and ±100 for the full control effect
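Secreted IL-1B measured by AlphaLISA bead assay after 16 h compound exposure of THP-1 cells; compounds (final up to 57.5 uM) added 1 h before LPS (250 ng/mL) and ATP (1.25 mM) stimulation; lower signal means less secretion.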
* = called active by the depositor; i = inactive; ? = inconclusive; . = not tested or not shown; [ ] = remark or other dose. Unless noted, calls come from the whole dose curve; as a rule, active = well fitted curve in the direction sought with a large enough effect; inconclusive = small, poorly fitted or top-dose-only effect, or another doubt; inactive = no such curve, though single readings can be large; an effect the other way counts as inactive or inconclusive.

SMILES	KB-3-1 cytotox	ATXN viability	HepG2 viability	MCF10A rerep	HT1080NT lethal	SW480 rereplic	ATXN2 expr inh	HT1080 IDH1KD tx	IL1B secr inh
Cc1ccc(S(=O)(=O)/N=C2/NC(=O)/C(=C/c3cc([N+](=O)[O-])ccc3O)S2)cc1	4.9%	i	14.9%	2.8%	12.2%	5.4%	-5.8%	5.7%	0.5
COc1ccc(CN2CCNC(=O)C2CC(=O)NC2CC(C)(C)CC(C)(C)C2)cc1OC (stereo not given)	-1.5%	?	-39.3%	-2.2%	1.3%	3.8%	.	0.0%	-17.2
CCCCn1c(N)c(N(CC(C)C)C(=O)C2CSC3(C)CCC(=O)N23)c(=O)[nH]c1=O (stereo not given)	-2.4%	i	0.0%	?	9.1%	-28.3%	7.5%	16.4%	9.7
CCCn1nnc(NC(=O)c2cccc(Cl)c2)n1	13.7%	i	-5.6%	11.8%	20.0%	-2.6%	16.3%	17.2%	4.9
CCCNC(=O)C(Cc1ccc(F)cc1)NC(=O)c1ccc(C#N)cc1 (stereo not given)	8.1%	i	-0.5%	-0.3%	6.3%	-2.4%	3.9%	12.2%	18.4
COc1cc(C=O)ccc1OCC(=O)N1CCCC1	-4.6%	i	-12.5%	0.2%	0.8%	7.3%	.	-0.4%	3.6
CCOC(=O)CSC1=C(C#N)C(c2ccccc2OCC)C(C#N)C(=O)N1 (stereo not given)	8.3%	i	-1.3%	?	?	18.4µM*	-9.6%	-8.6%	3.7
CN(C)c1ccc(/C=C/C(=O)c2cc(Cl)ccc2O)cc1	0.2%	i	-18.9%	-1.9%	-9.6%	-6.7%	.	-0.4%	-10.7
COc1ccc(F)cc1S(=O)(=O)NCC1CCCO1 (stereo not given)	-3.9%	i	15.3%	1.2%	?	-6.4%[9.22 µM]	4.8%	21.2%	-5.8
COc1ccc(/C=N/NC(=O)c2ccoc2C)cc1COc1c(C)cccc1C	?	?	-36.3%	7.08µM*	4.61µM*	?	-16.1%	5.17µM*	5.6
Cc1[nH]c(=O)[nH]c(=O)c1S(=O)(=O)NCCc1ccc(S(N)(=O)=O)cc1	10.1%	i	-31.7%	-0.2%	24.1%	2.5%	0.8%	15.9%	25.2
Cc1nn(C)c(C)c1/C=N/NC(=O)CCn1nc(C)c([N+](=O)[O-])c1C	6.2%	i	-19.3%	4.3%	2.8%	-12.0%	-2.8%	11.2%	0.0
O=C(CCN1C(=O)/C(=C\c2cccs2)SC1=S)Nc1ccccn1	13.2%	i	-1.9%	1.1%	-27.9%	2.6%	-5.3%[11.3 µM]	-18.1%	25.4
COc1cccc(/C=N/NC(=O)c2nnn(-c3nonc3N)c2C(C)C)c1	-6.8%	i	1.4%	?	-0.8%	?	-9.9%	-2.2%	-17.8
O=C(Oc1ccccc1)N1CCCCC1	-13.9%	i	-16.1%	.	-3.2%	.	.	-1.3%	?
CC(=O)C1(C)C(=O)N(c2ccc(C)cc2)C(=O)N1c1ccc(C)cc1 (stereo not given)	6.2%	?	1.9%	-0.7%	11.5%	15.3%	-4.9%	19.1%	-1.8
CC(CC(=O)Nc1ccc(S(=O)(=O)Nc2ncccn2)cc1)c1ccccc1 (stereo not given)	6.2%	i	-13.7%	-4.5%	10.4%	-9.4%	-10.1%	7.8%	26.2
CCn1c(N2CCN(C(=S)NCC(C)C)CC2)nc2ccccc21	-0.9%	i	4.3%	18.4µM*	0.0%	17.2%	-14.8%	-0.4%	-53.8*
O=C(Nc1cccc(S(=O)(=O)N2CCOCC2)c1)C1COc2ccccc2O1 (stereo not given)	0.7%	i	-2.7%	-0.9%	2.5%	1.4%	1.9%	12.2%	-3.6
CC(C)c1ccc(OCc2nnc(SCC(=O)N3CCCCC3)o2)cc1	-10.1%	i	-13.1%	-16.7%	-22.7%	-14.4%	6.9%	-20.4%	-7.0
CCOc1cc(S(=O)(=O)Nc2ccccc2CC)ccc1Cl	9.0%	i	-23.6%	0.7%	-25.1%	3.8%	-24.7%	?	-7.8
Cc1ccc2[nH]c(=O)c(CN(CCCO)S(=O)(=O)c3c(C)ccc4nsnc34)cc2c1	2.5%	i	-4.1%	?	1.2%	?	8.9%	-1.9%[9.24 µM]	-10.1
O=C(C1CCCN(S(=O)(=O)c2cccs2)C1)N1CCN(c2ccccc2F)CC1 (stereo not given)	-7.9%	i	0.5%	.	.	.	-20.0%	.	.
Nc1c(NCCC2=CCCCC2)c(=O)[nH]c(=O)n1Cc1ccccc1	-6.5%	i	0.7%	1.1%	-7.4%	-3.0%	0.5%	-7.2%	-12.1
Cc1cc(C)c(S(=O)(=O)N2CCN(C(=O)c3cc4ccccc4oc3=O)CC2)c(C)c1	-2.4%	i	-7.6%	?	-3.2%[9.24 µM]	-10.6%	-7.0%	-1.4%	-17.4

Further results.
SMILES	KB-3-1 cytotox	ATXN viability	HepG2 viability	MCF10A rerep	HT1080NT lethal	SW480 rereplic	ATXN2 expr inh	HT1080 IDH1KD tx	IL1B secr inh
CCOc1cccc(NC(=O)C2CC(=O)N(C)C(=Nc3ccccc3)S2)c1 (stereo not given)	2.5%	i	-19.2%	-4.1%	?	1.3%	-19.9%	?	-14.5
O=C(O)CC(CC(=O)Nc1nncs1)c1ccccc1 (stereo not given)	-4.1%	i	-1.1%	-7.6%	0.3%	1.0%	4.6%	-1.5%	-3.3
COCC(C)NC(=O)c1cc(-c2ccccc2OC)on1 (stereo not given)	?	i	-6.1%	1.7%	13.6%	14.9%	30.7%	14.5%	8.5
O=C(O)C1CC=CCC1C(=O)Nc1cccc(F)c1 (stereo not given)	18.8%	i	-25.5%	0.8%	1.5%	0.3%	3.8%	7.9%	-9.5
Cc1cccc2c1NC1(CCCC1)CC2C (stereo not given)	0.0%	i	-39.8%	?	-5.2%	1.7%	.	-0.7%	13.6
CCCCOC(=O)c1nnc(-c2ccccc2)o1	0.0%	i	-14.0%	0.1%	20.6%	-5.1%	8.8%	19.3%	0.0
CCNC(=O)/C(C#N)=C/c1c(N2CCN(c3ccccc3)CC2)nc2ccccn2c1=O	-16.7%	i	0.1%	?	3.8%	120.3%	33.3%[activator]	1.0%	20.4
COc1ccccc1/C=C/c1nc(S(=O)(=O)c2ccccc2)c(N(C)C)o1	-4.6%	i	5.0%	20.6µM*	9.8%	?	-3.9%	5.3%	-62.1*
Cc1cccc(C(=O)OC(C)CN2CCN(C)CC2)c1 (stereo not given)	4.6%	i	4.3%	4.7%	2.3%	-3.0%	37.4%	12.1%	17.6
COc1ccc(C(=O)Nn2c(C3CCC3)nc3ccccc3c2=O)c(OC)c1	-1.1%	i	-18.9%	7.2%	13.0%	-4.3%	-3.2%	4.0%	-19.9
COCCCN1C(=O)c2[nH]nc(-c3ccccc3O)c2C1c1cccc(Cl)c1 (stereo not given)	8.2µM*	?	-8.8%	14.6µM*	25.9µM*	16.4µM*	-16.1%	?	10.2
CCCNC(=O)C(Cc1ccccc1F)NC(=O)c1ccc(C#N)cc1 (stereo not given)	-6.1%	i	2.2%	?	1.7%	2.3%	-7.2%	-2.2%	-9.7
Cc1ccc(S(=O)(=O)CCC(=O)N(CCN2CCOCC2)c2nc3ccccc3s2)cc1	4.1%	i	-24.6%	14.0%	-11.4%	4.3%	8.3%	-3.5%	-2.8
CC1CCCC/C1=N\NC(=S)Nc1cccnc1 (stereo not given)	6.1%	i	-8.0%	3.1%	25.5%	-9.2%	-8.7%	7.2%	9.8
COc1ccc(NC(=O)N(C)C[C@H]2Oc3c(NC(=O)NC(C)C)cccc3C(=O)N([C@H](C)CO)C[C@@H]2C)cc1	15.9%	i	-2.1%	19.7%	12.6%	2.4%[9.22 µM]	8.3%	7.4%	22.3
COc1ccc(-n2nc(C(=O)N3CCC(C)CC3)c3c4ccccc4n(C)c3c2=O)cc1Cl	0.2%	i	-17.9%	.	.	.	4.9%	.	.
CCc1nc(SCC(=O)NNC(=O)C2CCCCC2)c2ccccc2n1	-1.8%	?	1.0%	0.4%	5.3%	-0.7%	6.7%	9.1%	-13.5
Cn1cnc([N+](=O)[O-])c1Oc1cccc2ccccc12	20.6µM*	?	-75.0%	20.6µM*	?	?	?	20.6µM*	.
COc1ccc(C(C)=O)c(OC(=O)c2ccc(OC)c(OC)c2)c1	0.6%	i	7.9%	4.8%	-9.8%	-3.8%	0.3%	0.5%	9.1
COc1ccccc1CCNC(=O)Nc1cccc([N+](=O)[O-])c1	-15.5%	i	-29.0%	-0.4%	-10.1%	-0.8%	-15.8%	-22.5%	22.4

6 entries picked at random from those above:
SMILES	KB-3-1 cytotox	ATXN viability	HepG2 viability	MCF10A rerep	HT1080NT lethal	SW480 rereplic	ATXN2 expr inh	HT1080 IDH1KD tx	IL1B secr inh
Cn1cnc([N+](=O)[O-])c1Oc1cccc2ccccc12	20.6µM*	?	-75.0%	20.6µM*	?	?	?	20.6µM*	.
Cc1ccc(S(=O)(=O)CCC(=O)N(CCN2CCOCC2)c2nc3ccccc3s2)cc1	4.1%	i	-24.6%	14.0%	-11.4%	4.3%	8.3%	-3.5%	-2.8
COc1ccc(C(C)=O)c(OC(=O)c2ccc(OC)c(OC)c2)c1	0.6%	i	7.9%	4.8%	-9.8%	-3.8%	0.3%	0.5%	9.1
Cc1cccc(C(=O)OC(C)CN2CCN(C)CC2)c1 (stereo not given)	4.6%	i	4.3%	4.7%	2.3%	-3.0%	37.4%	12.1%	17.6
O=C(O)CC(CC(=O)Nc1nncs1)c1ccccc1 (stereo not given)	-4.1%	i	-1.1%	-7.6%	0.3%	1.0%	4.6%	-1.5%	-3.3
CCOc1cccc(NC(=O)C2CC(=O)N(C)C(=Nc3ccccc3)S2)c1 (stereo not given)	2.5%	i	-19.2%	-4.1%	?	1.3%	-19.9%	?	-14.5
